Compound activity as filed in PubChem BioAssay.
TLR4 MyD88 comp: inhibitors of human TLR4-MyD88 binding; AID 861; inhibition, % at 8.4 µM; 0.18% of 200,000 active; O00206+Q99836; HeLa CL3-4 TLR4/MyD88 BLA complementation, FRET ratio; in the data active = inhibition above about 25%;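 also: 0% = vehicle and 100% = reference inhibitor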
bIAP activator: intestinal alkaline phosphatase (bovine) activation; purified bovine IAP, CDP-star luminescence, 30 min; stronger effect = higher value; fold of DMSO-control signal, blank-subtracted; activation factor at 20 µM; 0.17% of 200,000 active;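 active = activation factor of 2 or more at 20 µM, a signal rise over negative controls twice the positive control's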
PPARg SRC3 recr: agonists of human PPARgamma SRC-3 coactivator recruitment. P37231. biochemical PPARgamma/SRC-3 coactivator recruitment assay. activation, % at 8 µM. 0.26% of 200,000 active. AID 731; in the data active = activation above about 23%;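 also: 0% = DMSO and 100% = reference agonist; some compounds past the cut are filed as inactive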
Target sequence (P37231 whole entry, looked up): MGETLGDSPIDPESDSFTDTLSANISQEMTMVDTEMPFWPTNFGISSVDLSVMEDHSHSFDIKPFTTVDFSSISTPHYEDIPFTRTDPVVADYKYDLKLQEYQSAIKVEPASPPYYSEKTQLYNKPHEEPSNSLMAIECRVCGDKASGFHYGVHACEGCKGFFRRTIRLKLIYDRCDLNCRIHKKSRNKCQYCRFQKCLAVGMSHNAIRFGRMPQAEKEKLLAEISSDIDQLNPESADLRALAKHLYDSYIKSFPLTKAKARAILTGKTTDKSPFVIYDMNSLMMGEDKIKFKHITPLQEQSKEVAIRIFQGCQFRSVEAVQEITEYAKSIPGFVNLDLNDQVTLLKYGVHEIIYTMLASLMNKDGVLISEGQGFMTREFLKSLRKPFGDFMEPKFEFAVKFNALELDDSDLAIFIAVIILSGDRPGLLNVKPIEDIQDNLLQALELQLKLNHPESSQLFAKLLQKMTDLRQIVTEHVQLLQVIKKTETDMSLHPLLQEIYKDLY
S1P3 antag: antagonists of human S1P3 receptor; CHO S1P3 NFAT-BLA reporter, FRET fluorescence, antagonist mode; inhibition, % at 4.98 µM; 0.27% of 170,000 active;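 active = inhibition above the plate cutoff, the mean inhibition of test wells on that plate plus 3 SD, cut at about 28% in these data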;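 also: cells challenged with S1P at its EC80 of 0.8 µM; blue over green emission ratio from cleaved BLA substrate after 4 h stimulation; 0% = S1P-stimulated wells and 100% = unstimulated DMSO-only wells; some compounds past the cut are filed as inactive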
ROMK primary: modulates human ROMK potassium channel activity; B-score at 10 µM; 2% of 130,000 active; AID 1918; Tet-inducible ROMK, thallium flux fluorescence; actives lie on both sides;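 active = signal ratio slope over the read window, or its plate-corrected B-score, at least 3 SD from the plate mean, either direction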;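 also: B-score of the F/F0 ratio slope over 7 to 12 s after thallium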
Target sequence (P48048 whole entry, looked up): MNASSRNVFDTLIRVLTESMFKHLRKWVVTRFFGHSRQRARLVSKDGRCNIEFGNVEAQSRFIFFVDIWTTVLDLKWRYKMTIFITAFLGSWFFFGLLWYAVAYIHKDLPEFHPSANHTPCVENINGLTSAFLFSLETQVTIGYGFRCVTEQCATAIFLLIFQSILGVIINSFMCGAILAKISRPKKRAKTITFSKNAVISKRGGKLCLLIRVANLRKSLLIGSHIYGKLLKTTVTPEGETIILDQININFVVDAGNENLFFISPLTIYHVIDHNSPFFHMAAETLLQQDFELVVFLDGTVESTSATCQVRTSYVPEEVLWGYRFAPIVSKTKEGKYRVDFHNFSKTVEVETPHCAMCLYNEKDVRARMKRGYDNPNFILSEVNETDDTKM
bIAP inhibitor: blocks bovine intestinal alkaline phosphatase activity | AID 1019 | inhibition, % at 20 µM | purified bovine IAP, CDP-star luminescence, 30 min | 190,000 tested, under 10 active;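 active = over 50% inhibition of intestinal alkaline phosphatase at 20 µM in the single-dose screen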
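Incubation: 30 min reaction at room temperature / Material: purified bovine intestinal alkaline phosphatase (IAP) enzyme / Input: enzyme at 1/65,000,000 dilution / Dosing: 20 µM single dose / Signal: CDP-star luminescence signal / Reagent: CDP-star chemiluminescent phosphatase substrate, 30 µM final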
PPARg SRC-2 ag: PPARgamma-driven SRC-2 recruitment agonism; P37231; PPARgamma LBD-SRC-2 recruitment, biochemical; activation, % at 8 µM; 0.34% of 200,000 active; AID 1032; in the data active = activation above about 22%;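 also: 0% = vehicle and 100% = reference agonist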
Lmaj promast: Leishmania major promastigote growth inhibition | 9% of 200,000 active | Leishmania major promastigotes, resazurin fluorescence viability | inhibition, % at 10 µM; in the data active = inhibition above about 50%;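 also: promastigotes grown with compound for 44 hours at 28 °C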
Redox H2O2 prof: compounds producing H2O2 with reducing agent – biochemical, NIH compound library profiling, artefact control for MLSCN library redox annotation, primary screen; 0.03% of 200,000 active; activation, % at 10 µM; DTT-dependent redox cycling H2O2, phenol red/HRP absorbance; 100% = 100 µM peroxide control, 0% = buffer;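 active = activation of at least 50% relative to the plate's high and low controls in the primary single-dose screen; inactive = activation below 50%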;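 also: compound incubated with DTT at 0.8 mM final as the reducing agent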
PPARg SRC-1 ag: promotes SRC-1 coactivator recruitment by human PPARgamma; P37231; PPARgamma-SRC-1 coactivator recruitment biochemical assay; activation, % at 8 µM; 0.41% of 200,000 active; AID 631; in the data active = activation above about 19%;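 also: 0% = DMSO and 100% = reference agonist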
TR-FRET SRC-2 ct: flags TR-FRET format artefacts in PPARgamma SRC-2 recruitment agonist screen; TR-FRET ratio at 8 µM; TR-FRET artefact counter-screen; stronger effect = higher value; AID 1049; 0.4% of 200,000 active; in the data active = TR-FRET ratio above about 2000; also: inactives centre near 1500; reference of the scale not given here
The depositor's hits bear a star; x = not tested or not shown.

SMILES,TLR4 MyD88 comp,bIAP activator,PPARg SRC3 recr,S1P3 antag,ROMK primary,bIAP inhibitor,PPARg SRC-2 ag,Lmaj promast,Redox H2O2 prof,PPARg SRC-1 ag,TR-FRET SRC-2 ct
Cc1cccc(N(CC(=O)NCc2ccc3c(c2)OCO3)C(=O)CCC(=O)Nc2ccccn2)c1C,5.5,1,-2.1,-55.6,x,-0.4,8.8,38.6,3.4,2.7,1555
COc1ccc(OC)c(CNC(=O)COc2cc(=O)n(C)c3ccccc23)c1,15.1,x,-6.8,24.8,x,x,-4.5,1.9,2.3,-0.1,1418
Cc1nn(-c2ccccc2)c(N2CCCC2)c1/C=N/O,3.0,0.9,4.9,x,0.3,14.1,7.1,72.3*,-0.1,2.4,1562
CCOc1ccc(C(=O)NCC(=O)OCc2cc([N+](=O)[O-])cc3c2OCOC3)cc1OCC,-4.1,1,5.1,-4.4,-0.187,2.9,9.0,-6.1,-0.5,-3.0,1655
Cc1ccc(S(=O)(=O)N(C)C)cc1NC(=O)COC(=O)Cc1ccc(Br)cc1,-0.8,0.9,6.7,-8.4,-0.696,7.0,8.9,0.5,-1.8,8.8,1607
O=C(NCCCCCNC(=O)c1ccco1)c1ccco1,-0.3,1.1,2.0,-15.8,x,-14.6,7.0,0.2,-0.1,8.2,1658
CCOC(=O)c1cnc(SCC(=O)c2ccc(Cl)cc2)nc1N,-2.8,0.9,8.6,x,0.498,11.8,12.9,-3.2,0.0,1.4,1559
c1cc(-c2noc(-c3ccc4c(c3)OCO4)n2)ccn1,7.3,x,-2.5,6.6,2.38,x,0.6,-2.1,3.1,0.2,1641
Cc1ccc(NS(=O)(=O)c2cc(OCC(N)=O)c(C)cc2Cl)cc1,-0.1,0.9,-0.1,-0.4,0.575,7.6,-6.2,78.5*,0.2,-2.6,1378
CCOC(=O)CSc1nnc(CSc2nc3sc4c(c3c(=O)[nH]2)CCC4)n1-c1ccccc1,-14.3,1,-0.4,x,-0.155,3.1,11.3,-15.5,-0.1,2.1,1777
N=c1n(CCO)c2ccccc2n1Cc1ccccc1Cl,3.2,0.7,0.1,-4.8,x,30.5,-7.5,6.5,-0.5,1.3,1576
OC(CNCCc1ccc(C(F)(F)F)cc1)COc1cccc2ccccc12 (stereo not drawn),2.7,0.9,-1.9,-20.8,x,6.7,5.0,96.9*,0.3,1.8,1431
CCOC(=O)C1(Cc2ccccc2)CCN(Cc2ccon2)CC1,5.3,1.3,0.2,-4.1,x,-30.7,-1.2,21.1,-0.7,-0.7,1603
CC(=O)NCC(=O)N(c1c(C)n(C)n(-c2ccccc2)c1=O)C1(C(=O)NC2CCCC2)CCCCC1,6.0,1,-1.2,x,x,2.4,1.8,-9.8,-0.6,6.0,1559
CC1CCCN(c2nc3c(c(=O)n(C)c(=O)n3C)n2CCSc2nc3ccccc3s2)C1 (stereo not drawn),13.4,1.2,15.2,-18.1,x,-22.5,0.9,42.0,-1.6,6.7,1512
CCOc1ccccc1Nc1nc2ccccc2n1C(C)C,-4.2,1,2.0,-6.5,-1.19,1.2,0.8,82.7*,-0.1,-1.3,1508
CC(C)CNC(=O)COC(=O)c1cc(Cl)cc(Cl)c1N,1.6,0.9,3.9,x,0.426,7.2,-4.4,0.9,0.6,-1.7,1512
Cc1cc(Br)ccc1NC(=O)CNC(=O)Cn1ncc(Cl)c(Cl)c1=O,-3.5,1.2,3.9,-15.8,-0.118,-20.7,3.2,7.6,0.8,8.9,1503
CN(c1ccc(OCC(=O)OCC(=O)NC2CCCC2)cc1)S(=O)(=O)c1ccc2ccccc2c1,1.8,1.2,0.4,0.1,0.573,-17.7,9.5,-6.9,-4.0,-2.5,1446
O=C(CSc1ccc(Cl)cc1)N1CCN(c2ncc(C(F)(F)F)cc2Cl)CC1,4.5,0.8,3.5,x,x,19.9,5.3,-4.3,2.0,3.3,1606
Cn1cccc1-c1nc2ccc(NC(=O)c3cccs3)cc2[nH]1,11.4,0.8,-1.7,21.6,x,15.6,4.3,2.4,2.5,3.4,1576
O=C(O)CCCNC(=O)CC1S/C(=N/N=C/c2ccccc2O)NC1=O (stereo not drawn),-4.9,1,7.2,-14.4,0.653,1.2,4.8,-6.1,-1.8,5.7,1618
O=C(N/N=C/c1cccc([N+](=O)[O-])c1)c1ccc(COc2ccccc2-c2ccccc2)cc1,2.4,1,4.2,-1.7,-0.0881,-3.2,7.9,3.8,-0.6,1.1,1629
Cc1cc(N2CCN(S(=O)(=O)c3ccc(C)c(C)c3)CC2)c2ccccc2n1,2.4,1,6.8,x,-0.545,-1.8,6.7,98.6*,0.2,1.3,1616
CCOc1ccccc1NC(=S)NC(=O)CCCOc1ccc(Cl)cc1Cl,7.3,0.7,-2.2,x,1.03,32.3,9.3,-2.2,0.8,-5.2,1466
COC(=O)CSc1nnc(-c2ccc(S(=O)(=O)N3CCC(C)CC3)cc2)o1,22.6,1,12.3,-16.2,x,1.4,3.7,-4.3,-0.7,9.0,1464
Cc1ccc(C(C(=O)NC2CCCC2)N(Cc2cccnc2)C(=O)c2snc(C(N)=O)c2N)o1 (stereo not drawn),-7.9,1,7.4,-42.9,x,0.9,7.0,-3.5,0.9,4.0,1585
Cc1ccc(NC(=O)N(Cc2cccnc2)Cc2ccco2)cc1C,0.1,0.9,9.2,x,x,9.5,-7.4,92.3*,1.8,8.5,1577
CC(=O)C1=C(O)C(=O)N(c2cccnc2)C1c1ccc([N+](=O)[O-])cc1 (stereo not drawn),4.5,1.1,1.8,-0.2,-0.761,-6.1,-2.2,-4.9,-1.2,-10.4,1514
Cn1c(-c2ccc(Cl)cc2)ccc(C#N)c1=O,-4.8,0.8,-5.7,x,x,16.1,2.9,-4.0,2.2,-1.6,1397

An excerpt of these results, with each value named.
> CCOc1ccc(C(=O)NCC(=O)OCc2cc([N+](=O)[O-])cc3c2OCOC3)cc1OCC
- TLR4 MyD88 comp: -4.1
- bIAP activator: 1
- PPARg SRC3 recr: 5.1
- S1P3 antag: -4.4
- ROMK primary: -0.187
- bIAP inhibitor: 2.9
- PPARg SRC-2 ag: 9.0
- Lmaj promast: -6.1
- Redox H2O2 prof: -0.5
- PPARg SRC-1 ag: -3.0
- TR-FRET SRC-2 ct: 1655
> Cc1ccc(S(=O)(=O)N(C)C)cc1NC(=O)COC(=O)Cc1ccc(Br)cc1
- TLR4 MyD88 comp: -0.8
- bIAP activator: 0.9
- PPARg SRC3 recr: 6.7
- S1P3 antag: -8.4
- ROMK primary: -0.696
- bIAP inhibitor: 7.0
- PPARg SRC-2 ag: 8.9
- Lmaj promast: 0.5
- Redox H2O2 prof: -1.8
- PPARg SRC-1 ag: 8.8
- TR-FRET SRC-2 ct: 1607

New compounds follow
SMILES,TLR4 MyD88 comp,bIAP activator,PPARg SRC3 recr,S1P3 antag,ROMK primary,bIAP inhibitor,PPARg SRC-2 ag,Lmaj promast,Redox H2O2 prof,PPARg SRC-1 ag,TR-FRET SRC-2 ct
COc1ccc(CC(=O)NNC(=O)c2ccncc2)cc1,-2.3,1.1,7.2,-22.5,0.513,-9.2,14.2,-2.6,-1.0,9.0,1582
O=C(Cc1ccc(F)cc1)c1ccc(O)cc1O,16.4,1,-1.9,x,-0.869,4.1,0.5,-6.4,0.3,-0.4,1412
CN(C)C(/C=C/Nc1ccc(O)cc1)=C(C#N)C#N,0.9,0.9,5.8,-5.6,-0.452,8.1,2.2,-8.2,-0.9,9.3,1679
CCn1c2ccc(/C(C)=N\O)cc2c2cc(/C(C)=N\O)ccc21,-11.9,0.9,18.7,x,x,11.7,8.9,54.0*,-2.9,-2.6,1583
CCOCc1cnc(C)nc1NCC(=O)c1c(C)n(C)c2ccc(OC)cc12,4.7,0.9,4.2,0.9,x,5.2,7.3,7.5,-1.0,10.3,1640
COC(=O)/C(=C1/Oc2ccc(C)cc2S1)C(F)(F)F,-15.2,0.9,1.7,3.4,1.1,11.3,3.4,-4.0,0.0,10.2,1545
CCN(CC(=O)NC(C)(C)C)C(=O)C(c1ccccc1)c1ccccc1,4.2,1.2,1.8,-18.5,-1.19,-17.3,9.0,8.6,-0.1,16.4,1470
CC(C)C(CCNC(=O)CN1C(=O)c2ccccc2C1=O)c1ccco1 (stereo not drawn),-2.8,1,-13.0,x,-0.871,3.2,-4.5,-5.8,-0.1,-0.1,1555
O=c1c2cccnc2[nH]c(=S)n1CCCN1CCN(c2ccc(F)cc2)CC1,-1.6,0.9,-4.3,-8.0,0.0375,11.2,-3.7,9.4,1.9,-0.3,1445
CC(C)(C)OC(=O)N1CCN(c2ccc(NC(=O)Cn3nnc(-c4ccccc4)n3)cc2)CC1,17.0,0.8,-6.5,x,0.408,17.9,2.8,-2.2,0.1,0.3,1521
O=C(NCc1ccc(Cl)cc1)C1CCN(S(=O)(=O)c2ccc(F)cc2)CC1,-3.8,1,2.8,-4.9,0.00201,3.0,-1.7,-2.8,-3.4,5.0,1511
N#Cc1ccccc1NC(=O)Nc1cccs1,0.8,1,-1.4,-12.8,2.09,-2.9,3.1,-2.1,-0.1,2.1,1427
Cc1ccc(-c2csc3nc(C)n(-n4c(C)ccc4C)c(=O)c23)o1,7.7,0.9,8.4,-4.9,-0.455,5.8,2.1,6.8,-1.1,1.0,1638
O=C(O)COc1ccc(/C=N/O)cc1Br,-11.8,1.1,3.9,1.4,0.229,-9.6,11.1,-4.3,-0.8,9.3,1915
CC(=O)OCCNc1cc(SC(C)C)c2nonc2c1[N+](=O)[O-],-4.4,1,2.1,8.9,-1,4.6,2.9,5.7,0.0,5.1,1573
O=C(NN1C(=O)C2C(c3ccccc3)C=CC(c3ccccc3)C2C1=O)c1ccncc1 (stereo not drawn),-3.5,1,-2.8,-22.5,-0.493,0.9,0.9,3.0,-0.9,-1.0,1340
NC(=O)C[n+]1cccc(CNC(=O)c2ccc(OC(F)F)cc2)c1,-3.4,1,0.3,-13.9,0.189,-3.6,4.1,-7.0,-0.5,-0.3,1633
COC(=O)c1cccnc1-n1c(=O)c2cccnc2n(CC(=O)Nc2ccc(Br)cc2)c1=O,-10.0,1,3.5,-13.7,0.302,-4.7,4.3,-5.0,-2.5,10.2,1723
COCn1c(-c2ccccc2)nc2ccccc21,-0.2,1,-5.1,11.3,-0.105,4.4,-2.8,4.2,1.4,6.3,1581
COc1ccc(/C(N)=N/OC(=O)Cc2ccc(C)cc2)cc1OC,-10.3,1,2.0,3.1,x,0.1,4.7,45.8,-0.1,0.7,1738
COc1ccccc1CC(=O)Nc1ccc2c(c1)CCC2,-5.1,0.7,2.8,-19.6,x,29.4,-1.1,0.2,0.8,-6.7,1373
CCN(CC)Cc1c(C(=O)N2CCc3ccccc3C2)nc2ccc(Cl)cn12,-2.1,1.2,1.4,-7.3,0.817,-19.1,-3.5,-0.3,-0.6,-3.8,1350
CN(C)C(=O)c1nc2ccccc2s1,-3.4,1.1,4.2,-3.9,0.335,-13.8,7.6,1.6,-0.2,1.0,1476
CCO/N=C/c1ccc(OC)c(Oc2nc(OC)cc(OC)n2)c1,5.3,1,2.1,-18.8,1.2,3.0,2.8,7.0,-1.7,-4.2,1603
COc1ccc(OC)c(CNn2c(-c3cccc(C)c3)nc3ccccc3c2=O)c1,3.9,1,2.3,x,-0.036,2.5,1.6,13.5,0.1,-1.3,1455
O=C(CN(C(=O)Cn1nnc(-c2ccc(F)cc2)n1)C1CCCC1)NC1CCCC1,5.6,0.9,1.4,5.4,x,7.1,-0.7,-7.8,0.5,-0.3,1670
